Compound activity as filed in PubChem.
SR-BI DiI-HDL act = enhances SR-BI lipid uptake from DiI-HDL; activation, % at 12.5 µM; CHO ldlA[mSR-BI] cells, DiI-HDL uptake fluorescence, 3 h; 100 = double the neutral-control signal; AID 504775; actives 0.096% (n = 320,000);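 active = mean replicate activation of at least 60% and every replicate at or above 60%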;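 note: 0% = median plate neutral-control signal and 100% = twice that signal; values of inactives mirror those of a sister screen read the other way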
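Assay system: LDL receptor-deficient CHO ldlA cells overexpressing murine SR-BI / Medium: BSA-supplemented, HEPES-buffered Ham's F12, pH 7.4 / Probe or stimulus: DiI-labelled HDL at 10 µg/mL final / Timing: compound with DiI-HDL co-incubation, 3 h at 37 °C / Technique: bottom-read cell fluorescence after medium removal, ex 550/em 595 nm / Measure: HDL uptake via cellular fluorescence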
dFosB act = activators of mouse delta FosB homodimer | P13346 | purified delta FosB, TAMRA-CDK5 oligo fluorescence polarization; percent of positive-control signal above neutral wells | activation, % at 25 µM | actives 0.99% (n = 340,000);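 active = mean activation above about 17%, with every replicate also reaching it, limit read from the data, passing the limit was not always enough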;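 note: fluorescence polarization rise as delta FosB binds a TAMRA Cdk5 AP-1 oligo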
Rtt109 Vps75 = C. albicans Rtt109 histone acetyltransferase inhibition | Q5AAJ8 | purified Rtt109/Vps75, ThioGlo CoA-SH fluorescence, 4 h | inhibition, % at 34.9 µM | actives 0.16% (n = 330,000) | AID 540336;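 active = inhibition of at least 50% in every replicate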
PvdQ acylase = blocks Pseudomonas aeruginosa PvdQ acylase activity; purified PvdQ acylase, fluorescence plate reader; inhibition, % at 10 µM; actives 0.063% (n = 340,000); AID 488965; in the data active = inhibition above about 30%, passing the limit was not always enough;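 note: 0% = vehicle neutral wells and 100% = reference inhibitor wells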
Wnt act = activates Wnt/beta-catenin signaling in a reporter cell assay; activator, plate reader; activation, % at 9.35 µM; actives 1.2% (n = 300,000); in the data active = activation above about 30%, passing the limit was not always enough;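 note: 0% = neutral control wells and 100% = positive control wells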
HTR5A ag = activates human HTR5A in OPRM1-OPRD1 agonist counter-screen | HTR5A agonist assay, luminescence, cell-based | activation, % at 9.3 µM | actives 0.61% (n = 340,000); in the data active = activation mostly above about 9.5%, no sharp cut-off; inactive = mostly below about 7.6%;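 note: 0% = cells with vehicle only and 100% = reference agonist; strong numbers were not always called active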
Target sequence (P47898 whole entry, looked up): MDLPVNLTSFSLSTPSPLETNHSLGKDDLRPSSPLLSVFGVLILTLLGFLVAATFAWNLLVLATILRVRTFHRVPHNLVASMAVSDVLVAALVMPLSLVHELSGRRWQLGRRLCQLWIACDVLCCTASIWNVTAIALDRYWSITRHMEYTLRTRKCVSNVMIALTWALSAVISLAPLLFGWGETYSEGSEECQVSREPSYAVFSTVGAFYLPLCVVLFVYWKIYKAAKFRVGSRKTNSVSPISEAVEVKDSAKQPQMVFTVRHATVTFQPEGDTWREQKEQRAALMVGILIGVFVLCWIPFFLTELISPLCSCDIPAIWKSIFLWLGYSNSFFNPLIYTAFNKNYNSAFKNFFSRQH
RTF Ca sens act = cardiac RTF calcium sensitization | AID 493008 | actives 0.24% (n = 340,000) | P19429+P45379 | activation, % at 7.2 µM | IANBD-labeled TnC RTF fluorescence at EC20 calcium; 0% EC20 calcium, 100% full calcium;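 active = activation above the mean over all tested compounds plus 3 SD, cut at about 30% in these data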;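 note: rise in fluorescence read as greater calcium sensitivity of cardiac thin filaments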
SR-BI DiI inh = blocks mouse SR-BI lipid uptake from DiI-HDL; ldlA[mSR-BI] CHO cells, DiI-HDL uptake fluorescence, 3 h; inhibition, % at 12.5 µM; actives 0.96% (n = 320,000); AID 488896;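 active = mean replicate inhibition of at least 70% and a set share of replicates each scoring 70 or more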;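 note: 0% = median of neutral control wells and 100% = median of positive control wells; values of inactives mirror those of a sister screen read the other way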
MITF act = MITF TRPM1 promoter activation in melanoma cells | SK-MEL-5 TRPM1-promoter luciferase, 24 h; % of positive control, neutral wells = 0 | activation, % at 12.5 µM | actives 0.75% (n = 300,000);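 active = mean activation of at least 80% with every replicate also reaching 80%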;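 note: 0% = neutral control wells and 100% = parthenolide positive control wells; values of inactives mirror those of a sister screen read the other way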
CDK5 p35 inh = blocks human CDK5/p35 kinase activity; Q00535+Q15078; Recombinant CDK5/p35, ADP-Glo luminescence, 60 min; inhibition, % at 10 µM; actives 0.01% (n = 330,000); AID 488839;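 active = highest replicate inhibition of at least 50% and at least 75% of replicates reaching 50%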;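 note: plate controls were DMSO neutral control for no effect and GW8510 at 10 µM for full effect; many of its hits are not listed in these tables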
Target sequence (Q00535 whole entry, looked up): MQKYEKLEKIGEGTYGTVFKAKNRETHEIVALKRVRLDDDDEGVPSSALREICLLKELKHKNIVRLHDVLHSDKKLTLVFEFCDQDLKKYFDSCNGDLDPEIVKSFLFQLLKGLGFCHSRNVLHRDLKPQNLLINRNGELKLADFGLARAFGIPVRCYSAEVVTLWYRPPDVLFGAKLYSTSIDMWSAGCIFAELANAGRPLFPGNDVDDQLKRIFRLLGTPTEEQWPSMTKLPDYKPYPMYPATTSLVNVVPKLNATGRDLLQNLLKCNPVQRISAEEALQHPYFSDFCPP
Target sequence (Q15078 whole entry, looked up): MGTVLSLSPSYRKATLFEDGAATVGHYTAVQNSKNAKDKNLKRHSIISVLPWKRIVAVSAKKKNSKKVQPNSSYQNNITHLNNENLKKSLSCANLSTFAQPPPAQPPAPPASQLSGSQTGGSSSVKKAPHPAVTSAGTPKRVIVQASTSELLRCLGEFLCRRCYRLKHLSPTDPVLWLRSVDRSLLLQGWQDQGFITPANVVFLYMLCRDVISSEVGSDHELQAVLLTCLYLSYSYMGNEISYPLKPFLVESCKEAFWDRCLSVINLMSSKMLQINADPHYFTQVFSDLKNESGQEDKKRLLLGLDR
Numbers without * were called inactive; . = no result given. Not a hit list; overall some 4.4% were active at least once.

SMILES	SR-BI DiI-HDL act	dFosB act	Rtt109 Vps75	PvdQ acylase	Wnt act	HTR5A ag	RTF Ca sens act	SR-BI DiI inh	MITF act	CDK5 p35 inh
COc1cccc(NC(=O)C(C)N2C(=O)c3ccccc3S2(=O)=O)c1 (configuration not stated)	-9	-4	-4	-7	5	5	-2	9	-9	0.2
C[C@H](O)[C@@H]1C(=O)N2CCc3ccc(N4CCOCC4)cc3[C@@H]2C[C@@H]1N(C)S(=O)(=O)c1ccccc1	7	-4	0	18	-2	-2	-7	-7	-2	-2.1
Cc1ccc(-c2cccc(C3CC=CC4C3C(=O)N(Cc3ccccc3)C4c3ccc(C(F)(F)F)cc3)c2)cc1 (configuration not stated)	16	4	0	-12	-6	5	9	-16	26	2.0
COc1cc2c(cc1OC)C(C)N(C(=O)c1sccc1C)CC2 (configuration not stated)	.	-9	-6	-15	-1	2	-1	.	-8	-1.6
COc1cccc(C(=O)C2CCCN(Cc3cccc(OCCO)c3)C2)c1 (configuration not stated)	-15	-4	3	10	2	-3	-8	15	-7	0.0
CN=C1SC(CC(=O)Nc2ccc(F)cc2F)C(=O)N1/N=C(\C)c1cccc(OCC(=O)O)c1 (configuration not stated)	.	-11	9	-5	-1	1	0	.	3	-2.9
COc1cc(NC(=O)c2cccnc2Sc2ccc(C)c(C)c2)cc(OC)c1OC	-6	-10	16	2	.	-2	-3	6	-18	-0.4
C=CCNC(=O)c1ccccc1NC(=O)c1ccc(Cl)c(S(=O)(=O)Nc2cc(C)ccc2C)c1	-41	6	-2	-9	.	8	-4	41	-10	1.8
COC(=O)c1ccc(COC(=O)CNC(=O)C2CCCCC2)cc1	0	-7	18	8	-5	3	-6	0	-1	13
CCN(c1ccc(OC)cc1)S(=O)(=O)c1csc(C(N)=O)c1	-13	-1	5	11	0	-1	5	13	-4	-2.5
COCc1ccc(CN2CCCC(C(=O)Nc3ccc(-c4cscn4)cc3)C2)o1 (configuration not stated)	5	-3	3	-6	0	-4	2	-5	-3	-0.8
O=C(CSc1nc2ccccc2s1)N1c2ccccc2Sc2ccc(Cl)cc21	-38	-11	7	4	.	3	4	38	1	-0.6
COC(=O)c1ccsc1NC(=O)C1=COCCO1	-5	-13	7	3	-1	1	6	5	-8	-0.8
N#CCC(=O)N/N=C/c1ccccc1Cl	32	1	0	6	-1	-2	-1	-32	-2	0.0
Cc1ccccc1NC(=O)/C(C#N)=C/c1ccc(-c2ccc(Cl)c(C(=O)O)c2)o1	.	-6	13	-4	6	1	1	.	11	-1.2
CCCN1C2CCCC1CC(NC(=O)c1cccc(Cl)c1)C2 (configuration not stated)	3	-3	-5	-8	-1	3	-8	-3	-12	0.3
CN(C)c1ccc(/C=C2\CCCc3c2nc2ccccc2c3C(=O)O)cc1	.	-2	6	4	18	4	2	.	70	-0.1
CCCc1cc(C(=O)Nc2cccc([N+](=O)[O-])c2)cs1	5	-2	29	13	27	-1	-1	-5	43	-0.6
CCOc1ccc(CCNc2nc3ccccc3n3cnnc23)cc1OCC	-25	-12	8	-1	3	-1	1	25	7	-0.1
Cc1ccc(S(=O)(=O)Nc2ccc3c(c2)CC(=O)N([C@H](C)CO)C[C@@H](C)[C@H](CN(C)S(=O)(=O)c2ccccc2)O3)cc1	19	-11	16	-10	-3	0	-4	-19	5	-1.5
CCC1(CC)NC(=O)N(CC(=O)Nc2ccc(OCc3ccccc3)cc2)C1=O	-19	6	8	-19	4	0	-6	19	14	0.5
COc1ccc(/C=C2/SC(=O)NC2=O)cc1	18	0	-8	-8	-8	-4	7	-18	33	-4.8
CC(OC(=O)c1cc(S(=O)(=O)N(C)C)ccc1N1CCCC1)C(=O)NCc1ccccc1 (configuration not stated)	1	-10	2	-8	-2	1	8	-1	5	-0.1
Cc1csc(SCC(=O)NC(C)c2ccccc2)n1 (configuration not stated)	22	-2	-5	-5	3	0	-3	-22	-4	-0.7
COc1ccc([C@H]2CC(=O)C=C(c3cccc(CO)c3)C2)cc1OC	-11	0	0	-13	-1	3	14	11	-1	-0.4
SMILES	SR-BI DiI-HDL act	dFosB act	Rtt109 Vps75	PvdQ acylase	Wnt act	HTR5A ag	RTF Ca sens act	SR-BI DiI inh	MITF act	CDK5 p35 inh
Cc1cc2n(n1)C(c1cccs1)Nc1ccccc1-2 (configuration not stated)	.	-11	-7	-8	2	0	-6	.	-5	-2.0
CN(C)S(=O)(=O)c1cccc(NC(=S)Nc2cccc3cnccc23)c1	-11	-8	-2	-1	-5	5	9	11	-3	2.1
CN(C(=O)c1cccnc1)c1nc(-c2ccccc2)cs1	-17	-4	3	19	.	5	-1	17	.	0.5
CN1CCc2nc(SCC(=O)Nc3ccc(Cl)cc3)c(C#N)cc2C1	-24	-9	20	-10	.	0	11	24	49	-0.3
C=CCOc1ccc(/C=N/NC(=O)c2c(C)nc3ccc(Cl)cn23)cc1	-11	3	2	-1	-1	11*	-1	11	15	-0.4
CC(C(=O)NCCC1=CCCCC1)c1ccc([N+](=O)[O-])cc1 (configuration not stated)	4	-6	7	-7	-1	2	-1	-4	-3	2.4
CN=C1S/C(=C\c2c(OC)cc(OC)cc2OC)C(=O)N1C	-33	-13	-3	-3	-2	2	-8	33	6	0.7
CCOC(=O)N1CCN(CC(O)COc2ccccc2[N+](=O)[O-])CC1 (configuration not stated)	3	2	-3	-12	6	1	2	-3	24	-0.9
Cc1ccc(CN2CCN(C(=O)C3CCCO3)CC2)cc1 (configuration not stated)	23	6	3	2	.	-4	-6	-23	-10	-2.8
CCOC(=O)c1sc(-c2ccc(OC)cc2)cc1N	-13	1	-17	8	.	7	-4	13	99*	1.6
O=C(CCCNC(=O)/C(=C/c1ccccc1F)NC(=O)c1ccccc1)OCc1ccccc1	-2	-6	-2	-14	-6	1	-2	2	1	-2.1
C=CCn1c(CCc2ccccc2)nnc1SCC(N)=O	26	1	-1	4	0	3	-5	-26	3	0.3
CCCn1cnc2cc(NCc3cccc(OC)c3)ccc21	4	-9	23	1	21	4	7	-4	66	0.3
CC(C)(C)c1ccc(C(=O)NC(=O)COC(=O)c2ccco2)cc1	5	6	-4	-15	2	12	-4	-5	7	-0.1
Cc1ccc(N(O)C(C)(C)C)cc1	11	-15	5	-13	2	4	4	-11	.	1.2
COc1ccc(-c2[nH]c(-c3ccccc3)nc2SCC(=O)NCc2ccco2)cc1OC	-34	-2	8	-13	8	0	0	34	2	-1.0
COC(=O)c1ccc(NC(=O)CCN2C(=O)C3CC=CCC3C2=O)cc1 (configuration not stated)	-8	-6	-3	3	0	-3	-9	8	9	0.4
Cc1cccc(NC(=O)COc2ccccc2C(=O)NC(C)c2ccccc2)c1 (configuration not stated)	-9	-15	2	-9	.	8	2	9	-8	1.9
COc1ccc(C(C(=O)NC2CCCC2)N(C(=O)c2snc(-c3ccc(F)cc3)c2N)c2ccc(OC)cc2)cc1 (configuration not stated)	-5	-10	-2	-11	.	-1	2	5	0	-0.6
O=C(Nc1sc2c(c1C(=O)O)CCC2)c1ccco1	4	1	-6	-13	6	4	0	-4	.	-1.2
CC(C)CCN1CCN(Cc2cnc(N3CCCC3)s2)CC1CCO (configuration not stated)	5	-13	1	-9	-2	2	3	-5	-6	0.4
O=C1CSC(c2cccc(F)c2)N1c1ccc(O)cc1 (configuration not stated)	-7	-4	0	-11	.	0	6	7	-3	1.8
Cc1cc(NC(=O)CSc2nnc(C(F)(F)F)n2C)no1	5	2	-15	-16	0	-1	-4	-5	8	0.7
CC(NC(=O)[C@H](C)N1C(=O)N2CCc3c([nH]c4ccccc34)[C@@]2(C)C1=O)c1ccccc1 (some centres not stated)	-68	-10	-5	9	-1	-2	0	68	-8	-1.0
CS(=O)(=O)N1Cc2ccccc2CC1C(=O)OCC(=O)Nc1ccc2ccccc2c1 (configuration not stated)	7	-7	.	6	0	3	2	-7	.	-0.2
Cc1cccc(C)c1NC(=O)CSC(=O)c1sc2ccccc2c1Cl	11	3	-10	2	10	0	-12	-11	.	0.2
Cc1ccc(S(=O)(=O)N/N=C\c2ccccc2OCc2ccccc2)cc1	26	-8	.	9	8	12	7	-26	5	3.2

Single entries from the list:
Entry for CCOC(=O)c1sc(-c2ccc(OC)cc2)cc1N under RTF Ca sens act: -4
Entry for Cc1ccc(CN2CCN(C(=O)C3CCCO3)CC2)cc1 (configuration not stated) under SR-BI DiI inh: -23

By substructure, the compounds so far with a thiophene ring, fused or not (8)
SMILES	SR-BI DiI-HDL act	dFosB act	Rtt109 Vps75	PvdQ acylase	Wnt act	HTR5A ag	RTF Ca sens act	SR-BI DiI inh	MITF act	CDK5 p35 inh
COc1cc2c(cc1OC)C(C)N(C(=O)c1sccc1C)CC2 (configuration not stated)	.	-9	-6	-15	-1	2	-1	.	-8	-1.6
CCN(c1ccc(OC)cc1)S(=O)(=O)c1csc(C(N)=O)c1	-13	-1	5	11	0	-1	5	13	-4	-2.5
COC(=O)c1ccsc1NC(=O)C1=COCCO1	-5	-13	7	3	-1	1	6	5	-8	-0.8
CCCc1cc(C(=O)Nc2cccc([N+](=O)[O-])c2)cs1	5	-2	29	13	27	-1	-1	-5	43	-0.6
Cc1cc2n(n1)C(c1cccs1)Nc1ccccc1-2 (configuration not stated)	.	-11	-7	-8	2	0	-6	.	-5	-2.0
CCOC(=O)c1sc(-c2ccc(OC)cc2)cc1N	-13	1	-17	8	.	7	-4	13	99*	1.6
O=C(Nc1sc2c(c1C(=O)O)CCC2)c1ccco1	4	1	-6	-13	6	4	0	-4	.	-1.2
Cc1cccc(C)c1NC(=O)CSC(=O)c1sc2ccccc2c1Cl	11	3	-10	2	10	0	-12	-11	.	0.2
